PLCg1 inh: inhibitors of human phospholipase C gamma1. P19174. AID 720700. purified PLC-gamma1, fluorogenic substrate, fluorescence. inhibition, % at 12.2 µM. 0.84% of 370,000 active; in the data active = inhibition above about 9.5%
ARFGAP1 inhibitor: inhibitors of rat ARFGAP1 | Q62848 | Arfgap1-stimulated ARF1 GTP hydrolysis, GDP FP detection | inhibition, % at 16.5 µM | 0.26% of 360,000 active;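 active = inhibition above a per-plate limit, mean inhibition of low control wells plus 3 SD, cut at about 25% in these data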;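 note: 0% = DMSO wells with enzyme and 100% = wells lacking Arfgap1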
Target sequence (Q62848 1-136 limits assumed): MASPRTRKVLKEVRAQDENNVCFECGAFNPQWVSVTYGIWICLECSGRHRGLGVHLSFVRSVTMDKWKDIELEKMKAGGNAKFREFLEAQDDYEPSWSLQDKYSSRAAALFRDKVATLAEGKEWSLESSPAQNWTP
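Assay system: purified rat His6-Arfgap1 residues 1-136 (GAP domain); Reagent: human Δ17 ARF1 bound to GTP; Dosing: 16.5 µM single point, 1.26% DMSO; Times: GTP hydrolysis reaction 2 h at 25 °C; Signal: FP, GDP Alexa 633 tracer displaced from anti-GDP antibody, 620/688 nm; Measure: % inhibition from polarization.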
ASAP1 inh: inhibitors of human ASAP1 ArfGAP activity. inhibition, % at 16.5 µM. ASAP1-stimulated ARF1 GTP hydrolysis, GDP FP detection. 0.19% of 360,000 active. Q9ULH1; in the data active = inhibition above about 25%;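 note: 0% = vehicle with enzyme and substrate and 100% = no enzyme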
Tn7 DDE FP: DD(E)-Tn7 binding inhibition, primary FP screen; FP displacement of FITC-Tn7 peptide from fibrin DD(E); 0% = median of compound wells per plate; inhibition, % at 8.3 µM; 0.13% of 370,000 active; AID 720508;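 active = inhibition above the mean of compounds falling within the control limits plus 3 SD of them, cut at about 14% in these data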;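 note: 0% = plate median of compound wells and 100% = 10 µM Aha-Tn7 peptide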
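Assay system: Fibrin-DD(E) protein isolated from polymerized human fibrin clots; read-out basis: percent inhibition; medium: Tris/NaCl/CaCl2 buffer, pH 7.8; signal: FP measurement; incubation: 10 min plus 3 h, room temperature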
HGIII-sPLA2 inh: Blocks human group III sPLA2 activity; Q9NZ20; 0.56% of 370,000 active; QFRET BODIPY PC-A2 liposome hydrolysis, fluorescence; inhibition, % at 12.2 µM;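 active = inhibition above mean plus 3 SD of compounds lying within the high and low control bounds, cut at about 19% in these data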;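 note: 0% = median of test compound wells and 100% = no enzyme DMSO wells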
NR1D1 modulator: modulators of human Rev-erb alpha DNA binding | Rev-erbα–FITC-DNA binding, fluorescence polarization, 90 min | activity, % at 10 µM | 0.79% of 370,000 active;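 active = activity above about 14%, limit read from the data; passing the limit was not always enough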;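 note: 0% = DMSO wells with 35 nM protein and 100% = DMSO wells with 750 nM protein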
KLK7 zymogen act: proKLK7 (human) activation, primary screen; P49862; purified proKLK7, EDANS-DABCYL substrate fluorescence; 100% is mature enzyme control, 0% vehicle; activation, % at 7 µM; 0.9% of 370,000 active; AID 652039;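 active = activation above the mean of all tested compounds plus 3 SD, computed per campaign excluding outliers beyond control limits, cut at about 13% in these data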
UHRF1 MBD2 ctr: UHRF1 methyl-DNA binding inhibition. inhibition, % at 4.4 µM. Q96T88. UHRF1 binding to methylated oligo, TR-FRET. 0.75% of 370,000 active; in the data active = inhibition above about 21%;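 note: UHRF1 SRA domain binding a hemimethylated CpG hairpin DNA probe; 0% = median of test compound wells and 100% = reference inhibitor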
Target sequence (Q96T88 whole entry, looked up, the tested form may be a part): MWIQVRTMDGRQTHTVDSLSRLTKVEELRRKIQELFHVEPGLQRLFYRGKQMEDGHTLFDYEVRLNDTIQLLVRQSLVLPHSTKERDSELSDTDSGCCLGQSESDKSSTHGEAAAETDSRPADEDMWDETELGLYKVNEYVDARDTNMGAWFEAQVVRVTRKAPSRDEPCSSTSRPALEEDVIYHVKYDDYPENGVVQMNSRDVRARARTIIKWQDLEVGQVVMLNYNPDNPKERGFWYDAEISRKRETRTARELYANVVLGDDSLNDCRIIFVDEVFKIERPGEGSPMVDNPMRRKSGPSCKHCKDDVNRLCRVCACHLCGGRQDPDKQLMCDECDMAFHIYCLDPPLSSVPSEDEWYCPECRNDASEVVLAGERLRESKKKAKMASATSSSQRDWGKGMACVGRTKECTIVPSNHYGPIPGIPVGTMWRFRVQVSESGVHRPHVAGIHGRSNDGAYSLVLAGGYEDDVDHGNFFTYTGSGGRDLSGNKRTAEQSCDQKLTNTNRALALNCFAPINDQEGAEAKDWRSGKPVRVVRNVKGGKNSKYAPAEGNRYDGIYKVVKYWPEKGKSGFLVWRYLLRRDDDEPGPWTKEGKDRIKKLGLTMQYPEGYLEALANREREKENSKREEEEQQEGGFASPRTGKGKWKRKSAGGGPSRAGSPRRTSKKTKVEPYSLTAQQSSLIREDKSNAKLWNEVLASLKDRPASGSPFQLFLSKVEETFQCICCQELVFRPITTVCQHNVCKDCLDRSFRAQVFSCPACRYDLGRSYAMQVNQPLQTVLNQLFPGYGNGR
Tn6 DDE FP: inhibitors of Tn6 peptide binding to human fibrin DD(E). 0.21% of 370,000 active. P02675. Fibrin DD(E) TRITC-Tn6 fluorescence polarization displacement. inhibition, % at 8.3 µM;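 active = inhibition above a per-campaign cutoff: mean of compounds within control limits plus 3 SD, cut at about 15% in these data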;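 note: 0% = median of all compound wells on the plate and 100% = blocking peptide control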
PLC-beta3 inh: PLC-beta3 (human) inhibition, primary screen; Q01970; Purified PLC-beta3, fluorogenic substrate, fluorescence; inhibition, % at 12.2 µM; 0.18% of 370,000 active; AID 720704; in the data active = inhibition above about 11%;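 note: 0% = median of compound wells on plate and 100% = full blocker control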
An asterisk follows results filed as active; i = inactive; x = not tested or not shown.

Order of results – PLCg1 inh	ARFGAP1 inhibitor	ASAP1 inh	Tn7 DDE FP	HGIII-sPLA2 inh	NR1D1 modulator	KLK7 zymogen act	UHRF1 MBD2 ctr	Tn6 DDE FP	PLC-beta3 inh
Cc1cc2c(cc1C)-n1nnnc1C(N1CCN(c3ncccc3C#N)CC1)C(=O)N2 (stereo unspecified)
  -16	-4	1	4	-2	-4	0.9	0	6	-14
CCCCCN1CC(=O)N2C(C)c3[nH]c4ccccc4c3C[C@H]2C1=O (stereo partly specified)
  0	-9	-27	-1	-52	-1	11	-2	2	-8
CCN(CC)CCn1c(-c2ccc(C)cc2)nc(=S)c2c1CC(C)(C)OC2
  -1	0	3	-3	11	-8	0.1	3	10	-8
On1c(-c2ccc(Cl)cc2)nc2ccccc21
  -11	9	7	-1	-16	-5	-0.5	-2	-1	-18
Nc1ccc(CSc2ccccc2)cc1
  2	11	-4	0	11	1	0.4	1	1	6
CCN(Cc1ccccc1)C(=O)Cn1c(=O)n(CC(=O)NCc2ccco2)c(=O)c2sccc21
  -1	1	12	6	2	-3	0.6	2	5	0
O=Cc1ccc(OCc2nnsc2Cl)cc1
  1	-1	-4	4	-2	7	0.6	-1	7	1
O=C(N1CCC(Cc2ccccc2)CC1)n1ncc(C(O)(c2ccccc2)c2ccccc2)n1
  1	x	x	-2	-12	-1	x	1	2	2
CCOC(=O)[C@@]12CN(C(=O)OC(C)(C)C)CC=C1N(Cc1ccc(OC)cc1)C(=O)[C@H]2CC(=O)NCCCOC
  1	x	x	5	11	2	0.4	-1	5	0
C=CCN1C(C(=O)c2ccccc2)=C(OC(=O)COc2ccccc2)c2ccccc2S1(=O)=O
  0	7	-4	-2	3	-6	0.1	2	-6	0
Cc1ccc(S(=O)(=O)/N=C/c2c(O)ccc3ccccc23)cc1
  0	4	-11	-6	-2	1	-0.2	-2	0	-6
CC(C)[C@H](CO)NC(=O)[C@H]1O[C@@H](n2ccc(=O)[nH]c2=O)[C@H](O)[C@@H]1O
  0	-14	-5	0	1	-1	0.0	-1	-1	2
COc1cc(C2C(C#N)=C(N)Oc3n[nH]c(C)c32)cc2c1OCO2 (stereo unspecified)
  -4	-11	3	-6	-4	4	-0.2	-7	-1	-3
Cc1ccc(S(=O)(=O)N2CCN(C(=O)COC(=O)c3ccc(O)cc3)CC2)c(C)c1
  7	-3	11	-5	-13	-1	0.9	1	0	-2
COc1cccc(-n2c(Cc3cc(=O)[nH]c(=O)[nH]3)nnc2SCC(=O)N2CCC(C)CC2)c1
  3	12	0	-6	-15	-2	-0.3	1	4	0
COc1ccc(S(=O)(=O)CC(=O)c2cc3cc(Br)ccc3oc2=O)cc1
  -21	-8	-15	-3	-3	7	-0.6	3	-4	-45
CC(=NCc1cccc(Cl)c1)c1nc(-c2ccco2)oc1O
  1	-3	9	0	5	-2	-0.2	-4	4	-2
Cc1ccc(S(=O)(=O)Nc2cnc3ccccc3c2)cc1
  -7	4	-2	3	-16	0	0.7	-1	0	-14
CC1CCN(CCCNC(=O)c2coc3nc4ccccc4nc23)CC1
  -448	-2	0	-3	-5	4	49*	-2	4	i
O=C(N/N=C/c1cccc(OCc2ccccc2)c1)c1ccc(Br)o1
  -2	-5	11	-1	-8	-1	-0.9	-1	-8	-9
COc1ccc(C(C#N)N2CCC(c3ccccc3)=N2)cc1OC (stereo unspecified)
  1	8	13	-7	1	3	0.2	-1	4	-3
Cc1ccc(NS(=O)(=O)c2cc(NC(=O)c3cc(=O)[nH]c(=O)[nH]3)ccc2Cl)c(C)c1
  2	-5	8	-2	-30	3	-0.1	7	-2	-6
CNc1c(NS(=O)(=O)c2ccc(C3CCCCC3)cc2)c(=O)oc2ccccc12
  2	7	0	0	3	-2	-0.4	-1	-3	-3
O=C(NNC(=S)NCc1ccco1)c1cccs1
  -3	-5	-7	-1	14	3	7.2	-1	3	-4
O=C(CC1C(=O)NCCN1CCCc1ccccc1)NCCc1ccccc1Cl (stereo unspecified)
  -9	-6	-5	-1	-3	-3	0.2	0	-1	-14
CC(C)OC(=O)CSc1nnc(SCc2cccc3ccccc23)s1
  -3	1	9	0	-28	2	1.0	0	5	-6
CCn1c(C)cc(C(=O)COC(=O)CNC(=O)c2ccco2)c1C
  1	0	-3	-1	6	-2	-0.8	-2	5	-2
Cc1cc(C)cc(NC(=O)c2cc(C)nc3ccccc23)c1
  0	3	13	3	7	1	-0.4	2	-10	-4
COc1ccc(CCNC(=O)CCC(=O)N2CCN(S(=O)(=O)c3ccccc3)CC2)cc1OC
  0	-6	-11	7	0	-1	-0.5	-3	8	0
O=C1C2C3C=CC(CNS(=O)(=O)c4ccccc4[N+](=O)[O-])(O3)C2C(=O)N1c1ccccc1 (stereo unspecified)
  0	-8	-8	2	-5	-6	-0.3	1	-3	2

Entries of single compounds, quoted from the list:
`CCn1c(C)cc(C(=O)COC(=O)CNC(=O)c2ccco2)c1C` reads PLCg1 inh = 1; ARFGAP1 inhibitor = 0; ASAP1 inh = -3; Tn7 DDE FP = -1; HGIII-sPLA2 inh = 6; NR1D1 modulator = -2; KLK7 zymogen act = -0.8; UHRF1 MBD2 ctr = -2; Tn6 DDE FP = 5; PLC-beta3 inh = -2
`O=C(CC1C(=O)NCCN1CCCc1ccccc1)NCCc1ccccc1Cl` (stereo unspecified) reads PLCg1 inh = -9; ARFGAP1 inhibitor = -6; ASAP1 inh = -5; Tn7 DDE FP = -1; HGIII-sPLA2 inh = -3; NR1D1 modulator = -3; KLK7 zymogen act = 0.2; UHRF1 MBD2 ctr = 0; Tn6 DDE FP = -1; PLC-beta3 inh = -14

(list continues)
Order of results – PLCg1 inh	ARFGAP1 inhibitor	ASAP1 inh	Tn7 DDE FP	HGIII-sPLA2 inh	NR1D1 modulator	KLK7 zymogen act	UHRF1 MBD2 ctr	Tn6 DDE FP	PLC-beta3 inh
C[C@H](O)[C@@H]1CN2CCc3c([nH]c4ccccc34)[C@@H]2C[C@@H]1N(C)C(=O)Nc1ccc(Br)cc1
  -314	13	3	0	-6	1	11	-6	6	-386
Clc1cccc(N2CCN(Cc3nc(-c4ccccc4)no3)CC2)c1
  0	-1	-2	-6	-4	9	0.9	2	3	2
Cc1ccc(S(=O)(=O)N2CCN(C(=O)c3ccc4ccccc4n3)CC2)c(C)c1
  -6	-12	-6	0	-9	2	0.0	-2	-3	-12
Cc1cc(C)cc(N(C(=O)Cc2cccs2)C(C(=O)NC2CCCC2)c2ccc(C)o2)c1 (stereo unspecified)
  -1	-11	2	-4	3	2	0.1	11	-3	0
Cc1ccc(S(=O)(=O)Nc2ccc(N3CCOCC3)cc2)cc1C
  -1	-2	-1	4	4	3	0.3	0	-5	-9
Cc1cc(OCC(=O)NCCc2ccc(Cl)cc2)c2c(C)cc(=O)oc2c1
  -8	-1	-8	6	-1	-2	-0.8	-1	7	-19
Cc1ccc(N2C(=O)N(CC(=O)Nc3cc(F)ccc3C)C(=O)C2C)cc1 (stereo unspecified)
  -7	-4	8	7	5	0	-0.3	4	-4	-8
C=CCNc1cccc2c1S(=O)(=O)N[C@@H](C)CO2
  2	5	7	-3	2	4	0.9	14	0	0
O=C(CCc1c[nH]c2ccccc12)N/N=C/c1ccc2c(c1)OCO2
  -2	2	-6	5	-65	2	0.5	1	-1	-6
CCOC(=O)Cn1cc(C(=O)C(C)(C)C)c2ccccc21
  1	-2	-6	6	2	0	0.1	0	2	-6
COC(=O)c1cn(NC(=O)Cc2ccc(Cl)c(Cl)c2)c(=O)c2ccccc12
  -2	6	-2	-2	-9	-1	-1.2	5	-1	-8
CCOC(=O)CN(C(=O)CSc1nnc(CNc2ccc(F)cc2)o1)c1ccccc1
  0	-1	-1	7	-8	-2	0.8	-1	-4	3
CS(=O)(=O)N(CC(=O)Nc1ccc(S(=O)(=O)N2CCCC2)cc1)c1ccccc1
  -1	5	-4	2	-19	1	0.8	-1	5	2
COc1cc(C(=O)Nc2cc(-c3cn4cccnc4n3)ccc2C)cc(OC)c1OC
  i	4	-8	0	1	-2	47*	-1	2	i
CCOc1ccc(NC(=O)CC2SC(=O)N(c3ccccc3)C2=O)cc1 (stereo unspecified)
  9.9*	-1	-6	-2	-12	1	-0.4	-10	-3	4
CN(CCc1nc2ccccc2[nH]1)Cc1nc(CC2CC2)no1
  -1	3	7	-3	2	-2	0.3	12	-2	-1
COc1ccc(N2CCN(CC(=O)c3c(C)n(C)c4ccc(OC)cc34)CC2)cc1
  -3	5	19	-2	0	-2	0.7	-1	4	-8
O=C(NCC(=O)N1CCN(c2cccc(Cl)c2)CC1)c1ccc(Br)o1
  4	-2	14	-4	2	3	0.1	-1	-8	-7
C=C(C)Cc1c(C)c(C#N)c2nc3ccccc3n2c1N1CCCCC1
  -24	4	3	0	2	25*	0.3	2	3	-23
COc1ccc([C@H]2CC(=O)C=C(c3cccc(C#N)c3)C2)cc1
  2	-2	-5	3	-10	4	0.4	4	-9	-4
C=CCn1c(-c2ccc(Cl)cc2)cnc1SC(C)C(N)=O (stereo unspecified)
  1	2	1	-3	3	3	-0.3	2	6	-6
CCC(=O)Nc1ccc(N2CCCCC2)cc1
  1	24	-7	-3	6	-3	-0.5	1	3	0
CN(Cc1ccccc1Cl)C(=O)C1CCC(=O)N(C2CCCCCC2)C1 (stereo unspecified)
  -1	11	-3	-6	0	5	0.8	0	-3	8
CC(C)(C)c1ccc(/C=C/C(=O)Nc2cccnc2)cc1
  -1	7	2	-2	-10	6	0.0	-2	-1	-8
O=C(Nc1ccc(N2CCN(C(=O)c3ccco3)CC2)cc1)c1ccc2c(c1)OCO2
  0	-4	12	7	-2	0	0.8	0	-3	1

Screens from PubChem BioAssay.
